ERAP1 HTS inh – human ERAP1 aminopeptidase inhibitors, primary screen, biochemical, single point, plate reader. recombinant ERAP1, Leu-AMC fluorescence, 60 min. Endoplasmic reticulum aminopeptidase 1 (Homo sapiens), Q9NZ08. inhibition, % at 10.7 µM. 340,000 compounds, 0.15% hits;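 active = mean replicate inhibition of at least 30%, or all replicates individually reaching that 30% level; inactive = mean below 30% and not every replicate reaching it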;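 note: 0% = neutral control wells and 100% = L-leucinethiol positive control wells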
ERp5 block – inhibitors of ERp5-driven insulin aggregation, primary screen, biochemical, turbidity, absorbance 650 nm, single point. Protein disulfide-isomerase A6 (Homo sapiens), Q15084. 90 min. inhibition, % at 9.99 µM. 350,000 compounds, 0.05% hits;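 active = mean replicate inhibition above about 25%, with every replicate also reaching it, limit read from the data, passing the limit was not always enough; inconclusive = only one of those two criteria met; inactive = neither criterion met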
E-sel inducer – E-selectin induction in HUVECs, primary screen, imaging, HUVEC, immunofluorescence imaging, single point; P16581; activation, % at 7.58 µM; 260,000 compounds, 0.37% hits; normalized: neutral wells 0, TNF-alpha wells 100; AID 686992, 2013;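 active = mean E-selectin-positive cell signal at least 10% of the positive control, reached in at least 60% of replicates, without over 20% cell loss; inconclusive = no rule given, readout overlaps actives, possibly toxicity-flagged; inactive = the rest, including those meeting only one limit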;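 note: in these data hits start at about 27%; measured in HUVEC primary endothelial cells; signal is the percent of cells scored E-selectin positive by PE staining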
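assay system = HUVEC, human umbilical vein endothelial cells | input = 3,000 HUVEC seeded per well | medium = EGM-2 growth medium on 0.1% gelatin-coated wells | dosing = one compound dose added by pin transfer | signal = immunofluorescence imaging | read-out basis = % PE-positive cells | control set = TNF-alpha, DMSO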
Xi reactivation – activators of inactive X chromosome reactivation, primary screen, imaging, XiGFP fibroblasts, GFP high-content imaging, set 2; XiGFP mouse fibroblasts, % GFP-positive cells imaging, 3 d; cells co-treated with 5-aza-dC sensitizer; scaled so ellipticine positive control = 100%; AID 743238, 2013; 360,000 compounds, 0.055% hits; activation, % at 7.58 µM;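 active = mean normalized replicate activation at least 10% and every replicate at or above 10%; inconclusive = only one of the two criteria met; inactive = mean below 10% and not all replicates reach 10%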;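 note: 0% = median of on-plate neutral control wells and 100% = ellipticine 6 µM median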
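Material: XiGFP fibroblasts, SV40-immortalized; Buffer or medium: DMEM containing 5-aza-dC; Compound dosing: single point; Times: 3 days compound exposure.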
S100A4 inh HTS – inhibitors of S100A4-myosin IIA peptide binding, primary screen, biochemical, fluorescence polarization, TAMRA-MyoIIA peptide | 360,000 compounds, 0.14% hits | inhibition, % at 10.7 µM | Protein S100-A4 (Homo sapiens), P26447;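 active = mean inhibition of at least 70% across replicates, with every replicate also reaching that level; inconclusive = mean inhibition reaches 70% but some replicates fall short; inactive = mean inhibition below 70%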
Target sequence (P26447 whole entry, looked up): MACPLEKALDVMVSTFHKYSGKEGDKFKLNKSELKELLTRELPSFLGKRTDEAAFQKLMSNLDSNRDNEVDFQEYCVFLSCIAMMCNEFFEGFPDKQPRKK
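Material: S100A4 monomer (human). Medium: Calcium-containing HEPES buffer, pH 7.2. Probe or stimulus: labelled myosin peptide probe, 5 nM. Compound dosing: one concentration per compound. Timing: polarization read 5 min after assay mix addition, stable 5–60 min. Benchmarks: DMSO as neutral control, TFP as positive control.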
RAD52 anneal inh – RAD52 DNA annealing inhibitors, primary screen, biochemical, FRET, single point, set 2 | DNA repair protein RAD52 homolog (Homo sapiens), P43351 | recombinant RAD52 DNA annealing, FRET fluorescence | inhibition, % at 18.7 µM | 360,000 compounds, 0.46% hits | AID 651710, 2012;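 active = every replicate showing at least 50% inhibition; inconclusive = mean inhibition at least 50% but not in every replicate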
RAD54 branch – inhibitors of human RAD54 branch migration, primary screen, biochemical, fluorescence, single point. RAD54 Holliday junction branch migration, FAM/BHQ fluorescence. 360,000 compounds, 0.14% hits. inhibition, % at 10.4 µM;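 active = mean normalized replicate activity at least 40 and at least half of replicates scoring 40 or more; inconclusive = only one of the two criteria met; inactive = mean below 40 and under half of replicates reaching 40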;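 note: 0% = median of neutral control wells and 100% = median of positive control wells; inhibitors cause a drop in the FAM fluorescence signal; in these data hits start at about 50%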
Target sequence (Q92698 whole entry, looked up): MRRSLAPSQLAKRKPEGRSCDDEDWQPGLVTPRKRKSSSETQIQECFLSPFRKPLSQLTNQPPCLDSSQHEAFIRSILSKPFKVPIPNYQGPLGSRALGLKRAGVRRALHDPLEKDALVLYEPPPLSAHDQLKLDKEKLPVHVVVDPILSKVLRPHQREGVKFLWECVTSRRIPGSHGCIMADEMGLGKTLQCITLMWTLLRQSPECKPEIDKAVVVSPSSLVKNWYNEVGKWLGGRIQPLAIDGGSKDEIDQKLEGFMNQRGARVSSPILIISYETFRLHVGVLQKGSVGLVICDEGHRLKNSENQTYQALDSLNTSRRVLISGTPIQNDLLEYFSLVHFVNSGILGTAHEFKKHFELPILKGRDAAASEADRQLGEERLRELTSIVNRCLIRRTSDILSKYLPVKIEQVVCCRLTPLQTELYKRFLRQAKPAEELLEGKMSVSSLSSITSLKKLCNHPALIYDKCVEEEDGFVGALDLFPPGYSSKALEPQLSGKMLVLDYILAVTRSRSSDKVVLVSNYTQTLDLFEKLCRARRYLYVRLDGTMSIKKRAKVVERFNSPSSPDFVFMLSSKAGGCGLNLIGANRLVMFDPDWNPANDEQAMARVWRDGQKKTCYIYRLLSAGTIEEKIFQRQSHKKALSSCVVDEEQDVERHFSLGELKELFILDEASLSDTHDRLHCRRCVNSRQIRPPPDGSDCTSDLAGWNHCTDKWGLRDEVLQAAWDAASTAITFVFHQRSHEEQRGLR
esBAF inh – Bmi1 luciferase reporter increase in mESCs, primary screen, esBAF inhibitor project, mouse ES cells, Bmi1 luciferase knock-in, single point; AID 602393, 2012; reporter increase, % at 12.5 µM; 350,000 compounds, 2% hits; 24 h; 100% = twice the neutral-well signal; in the data active = activation above about 40%; inconclusive = no clear call, values can overlap the other calls;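 note: 0% = median of the plate's neutral control wells and 100% = double that signal; a rise in the Bmi1 reporter signal indicates esBAF inhibition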
* = called active by the depositor; u = inconclusive; x = no result given.

Molecule,ERAP1 HTS inh,ERp5 block,E-sel inducer,Xi reactivation,S100A4 inh HTS,RAD52 anneal inh,RAD54 branch,esBAF inh
O=C(CSc1nnc(Nc2ccccc2)s1)NCc1ccco1,-2,3,x,x,-1,-9,-6,-5
CCN(CC(=O)Nc1ccccc1OC)C(=O)CSCc1ccc(C)cc1,0,6,1.3,0.1,-10,2,-9,-2
COc1ccc(NC(=O)Nc2ccc3c(c2)C(=O)N([C@@H](C)CO)C[C@@H](C)[C@H](CN(C)C(=O)Nc2ccc(C(F)(F)F)cc2)OCCCC[C@@H](C)O3)cc1,-6,1,0.2,-1.1,-7,-1,-5,0
CN(C)C(CNc1ncnc2sc3c(c12)CCCCC3)c1ccco1 (stereo unspecified),4,0,-0.5,0.6,-6,1,x,x
COC(=O)[C@]12CCCCC=C1N(CCC1=CCCCC1)C(=O)[C@H](CC(=O)N1CCN(C(=O)C3CC3)CC1)C2,-2,7,0.0,0.4,3,0,x,x
C[C@H](CO)N1C[C@H](C)[C@@H](CN(C)CC2CC2)Oc2cc(-c3cccc(C#N)c3)ccc2S1(=O)=O,0,0,-0.3,0.0,3,-11,4,-4
CCC(COC)NC(=O)CCc1nnc(Cc2cccc(C(F)(F)F)c2)o1 (stereo unspecified),0,4,-2.1,-0.1,0,7,x,29
CC1=CC(C)(C)N(C(=O)CN2C(=O)c3ccccc3C2=O)c2ccccc21,-2,2,x,x,-5,-9,7,0
COc1ccc(NC(=O)C2Cc3c(-c4ccc(NC(C)=O)cc4)ccnc3O2)cn1 (stereo unspecified),0,u,0.3,0.2,0,-22,-1,-3
C/C=C/c1cnc2c(c1)C(=O)N([C@@H](C)CO)C[C@H](C)[C@H](CN(C)C(=O)NC1CCCC1)O2,5,-8,0.1,1.2,4,1,2,-1
CNC(=S)N(CCc1c(C)[nH]c2ccccc12)Cc1ccco1,x,4,-2.5,0.2,-6,-67,x,1
O=C(NC1CCCCC1)N1CC(=O)N2[C@@H](CO)[C@@H](c3ccc(-c4cccnc4)cc3)[C@@H]2C1,4,-1,0.3,0.4,1,61*,x,x
Fc1ccc(C2=CSC3=NCCN23)cc1,-3,2,x,0.0,5,-4,x,-4
O=C(c1cccnc1)N1CC(=O)N2[C@H](CO)[C@@H](c3ccc(-c4ccccc4F)cc3)[C@H]2C1,x,-2,0.0,0.2,x,0,x,x
Cc1cc(O)c(C)c(O)c1/C=N/NC(=O)c1cccnc1,0,-3,x,0.2,0,-17,2,-7
O=C(CCNC(=O)c1ccccc1Cl)NC1=NCCS1,0,4,-0.1,0.2,-1,1,9,-8
CC(C)C#Cc1ccc2c(c1)O[C@H](CN(C)Cc1ccccn1)[C@H](C)CN([C@@H](C)CO)S2(=O)=O,3,-2,-0.1,0.3,1,-8,-12,1
COc1ccc(CN(C)C[C@H]2Oc3ccc(NC(=O)Cc4cn(C)c5ccccc45)cc3CC(=O)N([C@H](C)CO)C[C@@H]2C)cc1,0,-2,0.6,0.3,6,9,x,x
C[C@@H]1CN([C@H](C)CO)C(=O)c2ccccc2-c2ccccc2CO[C@H]1CN(C)C(=O)Nc1ccccc1C(F)(F)F,-1,0,-1.1,-0.1,3,-10,2,4
COc1ccc(CN(C)C[C@@H]2OCCCC[C@H](C)Oc3ccc(NC(=O)Nc4ccc5c(c4)OCO5)cc3C(=O)N([C@H](C)CO)C[C@@H]2C)cc1,-2,-4,11,-0.1,3,43,6,-1
O=[N+]([O-])c1cccc(-n2cccc2/C=N/Nc2nc(N3CCCCC3)nc(N3CCCCC3)n2)c1,11,3,x,0.0,2,-13,x,x
Cc1ccc(-c2cc(C(=O)Nc3cc(C)on3)c3ccccc3n2)cc1,7,6,5.6,-0.2,-5,-12,x,x
CCCN(C(=O)c1cc(S(=O)(=O)N(C)c2ccc(OCC)cc2)ccc1C)C1CCS(=O)(=O)C1 (stereo unspecified),0,21,x,0.2,2,-5,-3,-3
O=C(O)c1ccc(NC(=O)C2C3CCC(O3)C2C(=O)O)cc1 (stereo unspecified),5,-4,x,0.7,0,-11,-19,21
C[C@H]1CN([C@@H](C)CO)C(=O)c2cc(NC(=O)Nc3ccccc3)ccc2O[C@@H]1CN(C)S(=O)(=O)c1ccccc1,0,-1,-0.2,-0.2,1,-12,7,2
COCC(=O)Nc1ccc2c(c1)[C@H]1C[C@H](CC(=O)NCc3ccncc3)O[C@H](CO)[C@H]1O2,-1,-12,-0.7,0.0,-2,3,1,4
Cc1cc(-c2csc(NC(=O)c3ccc(C#N)cc3)n2)c(C)n1Cc1ccccc1,1,-4,-1.1,0.0,4,-14,x,x
CN(CCO)C(=O)c1cccc2c1-c1ccccc1C2=O,-1,0,x,x,-8,-21,-1,3
CCCCCn1c(Sc2nc3ccccc3s2)nc2c1c(=O)[nH]c(=O)n2C,7,3,x,x,-3,-4,9,-2
CCCC(=O)Nc1ccc2c(c1)C(=O)N(C)C[C@@H](OC)[C@H](C)CN(C(=O)c1cccnc1)[C@H](C)CO2,1,0,0.0,0.0,-13,-11,-8,0

Next results.
Molecule,ERAP1 HTS inh,ERp5 block,E-sel inducer,Xi reactivation,S100A4 inh HTS,RAD52 anneal inh,RAD54 branch,esBAF inh
CCCN1C[C@H](C)[C@H](OC)CN(C)C(=O)c2ccc(NC(=O)c3ccccc3)cc2OC[C@@H]1C,2,6,0.0,0.3,3,-4,2,-3
CN1C[C@@H]2[C@H](c3ccccc31)[C@H](CO)N2C(=O)Nc1ccccc1,x,x,-0.3,0.5,x,x,0,6
COc1cc(CC(=O)N/N=C/c2ccc([N+](=O)[O-])cc2)c([N+](=O)[O-])cc1OC,2,0,x,-0.1,-3,-22,x,x
Cc1ccc(-c2c[n+]3c(n2-c2ccccc2)CCC3)cc1,3,2,-1.1,0.0,-1,8,x,x
COc1ccc(-c2cc(NC=O)c3ncc(-c4ccccc4)n3c2)cc1OC,-1,3,-0.2,0.3,-7,-15,-6,-7
O=C(C[C@H]1CC[C@H]2[C@@H](COC[C@@H](O)CN2Cc2nccs2)O1)NCc1ccccc1Cl,1,-3,0.0,-0.1,-1,1,10,2
C[C@H](CO)N1C[C@H](C)[C@@H](CN(C)S(=O)(=O)c2cn(C)cn2)OCCCC[C@H](C)Oc2ccc(NC(=O)CCCCCC(=O)Nc3ccccc3N)cc2C1=O,-1,1,-0.1,-0.3,3,-11,4,0
COc1cccc(CCc2nc3ccccc3c(=O)n2N)c1,-5,2,x,-0.1,2,1,x,x
CCn1cc(C(=O)N2CCN(c3ccccn3)CC2)c(=O)c2cc(S(=O)(=O)N3CCC(C)CC3)ccc21,1,3,x,0.0,-3,-5,2,-5
COc1cccc(NC(=O)CN(C)C(=O)c2ccccc2-c2nc3ccccc3s2)c1,-6,2,-0.1,-0.1,-4,-25,0,3
Cc1noc(C)c1NC(=O)Nc1ccc2c(c1)C(=O)N([C@@H](C)CO)C[C@@H](C)[C@@H](CN(C)S(=O)(=O)c1ccc(Cl)cc1)O2,1,-5,12,0.1,6,9,1,-5
C[C@H](CO)N1C[C@H](C)[C@H](CN(C)Cc2ccccc2F)Oc2ncc(C#CCN(C)C)cc2C1=O,2,12,0.3,-1.1,3,-12,-10,-1
CCC1(C)CC2(CCCN(CCC(=O)c3ccccc3)C2)CCO1 (stereo unspecified),-1,-2,x,0.1,-1,0,x,x
O=C(C[C@@H]1CC[C@@H]2[C@H](COC[C@@H](O)CN2Cc2nccs2)O1)NCc1ccc(-c2ccccc2)cc1,-1,-2,0.0,0.0,-6,2,-3,12
CCOc1ncccc1C(=O)Nc1cc(S(=O)(=O)N2CCOCC2)ccc1N1CCCC1,1,2,1.3,0.6,3,-19,3,-7
O=C(c1cc2cc(Cl)ccc2[nH]1)N1CCc2ccccc2C1,2,-2,x,0.1,-37,-23,4,18
CC(=O)Nc1ccnc(-c2cccnc2)n1,-3,-4,x,x,2,-14,3,-11
Cc1ccc(S(=O)(=O)N(C)C[C@@H]2Oc3ccc(NC(=O)c4ccncc4)cc3C(=O)N([C@@H](C)CO)C[C@@H]2C)cc1,-2,-3,-0.5,0.0,-8,-6,-6,4
CC[n+]1c(/C=C/c2cc([N+](=O)[O-])ccc2O)ccc2ccccc21,1,0,x,0.1,-16,-10,-2,43*
CCC1SC(=Nc2cccc(C)c2)NC1=O (stereo unspecified),-3,1,x,0.0,1,-13,2,-3
CC(=O)c1ccc(NC(=S)N2CCCC(C(F)(F)F)C2)cc1 (stereo unspecified),6,2,x,0.4,-5,-9,x,x
CCCCCCC(=O)Oc1cccc(C2=CC(=O)CC(C)(C)C2=O)c1,-2,-1,-1.3,0.6,-6,-14,6,-4
C=CCOC(=O)C1=C[C@H](C(C)(C)C)[C@@H](CCCO)[C@H](OCC)O1,x,x,-0.1,0.0,x,x,-3,-6
O=C(C[C@@H]1C=C[C@@H](NC(=O)CN2CCOCC2)[C@@H](CO)O1)NCCc1ccncc1,0,0,0.6,-0.6,7,-8,x,x
COc1ccccc1NS(=O)(=O)c1cccc(C(=O)NCC(c2cccs2)N2CCOCC2)c1 (stereo unspecified),0,1,x,0.0,-2,-20,16,3
CC(=O)c1ccc(N2CCN(CC(=O)Nc3ccc4c(c3)OCCO4)CC2)cc1,4,-1,11,0.0,0,-18,3,x
O=C(NNC(=S)NC1CCCCC1)c1ccccc1O,5,-1,x,0.2,4,-18,-3,-10
COC(=O)C1Cc2c([nH]c3ccccc23)C(C(C)C)N1 (stereo unspecified),-7,-5,0.1,-0.1,-4,-9,10,1
Cc1ccc(C)c(OCCC(=O)N(C)CC(=O)Nc2c(C)cccc2C)c1,4,x,-1.8,0.0,-10,-8,4,-4
C[C@H]1CN([C@@H](C)CO)C(=O)c2cc(C#Cc3ccc(F)cc3)cnc2O[C@@H]1CN(C)CC1CCOCC1,-4,-1,-0.3,0.3,-2,9,0,-3
C[C@H](CO)N1C[C@H](C)[C@H](CN(C)Cc2ccccc2)Oc2c(NC(=O)c3ccncc3)cccc2C1=O,1,-3,-0.1,0.2,2,-12,-5,-2
CN1CCN(C(=O)C[C@H]2CC[C@H]3[C@@H](COC[C@@H](O)CN3S(=O)(=O)c3cccc(F)c3)O2)CC1,-3,0,0.0,0.2,16,11,-12,-6

Assay outcomes as filed in PubChem BioAssay.
